High-throughput results (PubChem BioAssay)
CSM14.1 death rescue – protection against thapsigargin-triggered cell killing – 384-well, CSM14.1, ATP luminescence, primary screen (AID 1222); CSM14.1 thapsigargin-induced death rescue, ATP luminescence; higher % means a stronger effect; cellular ATP content (survival), % at 20 µM; hits with a dose series show EC50 in µM; 190,000 tested, under 10 active;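 active means EC50 below 50 µM in the dose-response confirmation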;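 further: death triggered by thapsigargin at about 15 µM added after 2 h compound pretreatment; cell ATP read after overnight thapsigargin exposure of roughly 18 to 22 hours; normalized against plate controls of thapsigargin alone and 5% DMSO vehicle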
Salmonella PhoP GFP – PhoP-dependent GFP reporter repression – Salmonella Typhimurium, primary screen (AID 1863). S. Typhimurium PhoP-regulated promoter GFP reporter, 4 h; higher % means a stronger effect. inhibition, % at 50 µM; hits with a dose series show IC50 in µM. 300,000 compounds, 0.16% hits;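 active means inhibition over 29.93%, a cutoff 3 SD above the screen mean, later confirmed by dose response; inconclusive means inhibition over 29.93% but no dose response follow-up; inactive means inhibition at most 29.93% or unconfirmed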;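 further: 0% = low Mg2+ inducing control and 100% = high Mg2+ repressing control; strong numbers were not always called active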
TNAP activation fold – human TNAP enzyme activators, primary screen, biochemical, luminescent, no phosphate acceptor, uHTS (AID 1001); purified TNAP, luminescent activation assay, no phosphate acceptor; higher activation fold means a stronger effect; activation fold at 20 µM, or EC50 in µM where a hit was titrated; 200,000 compounds, 0.03% hits; in the data active means activation fold from about 3, or a potency from the dose series; inactive means the rest, 99 in 100 with activation fold below about 1.6; further: many of its hits are not listed in these tables
SV40 large T antigen – SV40 large T antigen inhibitors, biochemical (AID 1903) | SV40 large T antigen ATPase/helicase inhibition assay; higher % means a stronger effect | one-dose inhibition, % at 20 µM; IC50 in µM for titrated hits | 310,000 compounds, 0.39% hits; in the data active means a potency from the dose series; inconclusive means inhibition mostly from about 32% at the one dose, without a potency; inactive means the rest, 99 in 100 with inhibition below about 32%; further: strong numbers were not always called active
RSV antiviral HEp-2 – RSV antiviral activity via CPE protection, HEp-2 cells, primary 10 µM value included (AID 2391) | 310,000 compounds, 0.13% hits | HEp-2 cells, RSV-induced CPE inhibition; higher % means a stronger effect | one-dose CPE inhibition, % at 10 µM; IC50 in µM for titrated hits; in the data active means a potency from the dose series; inconclusive means CPE inhibition mostly from about 23% at the one dose, without a potency; inactive means the rest, 99 in 100 with CPE inhibition below about 21%; further: strong numbers were not always called active
West Nile virus CPE – West Nile virus antiviral activity, cell-based, CPE readout (AID 1621) | West Nile virus-infected cells, CPE inhibition; higher % means a stronger effect | CPE inhibition, % at 10 µM, or IC50 in µM where a hit was titrated | 290,000 compounds, 0.02% hits; in the data active means a potency from the dose series; inconclusive means CPE inhibition mostly from about 3.7% at the one dose, without a potency; inactive means the rest, 99 in 100 with CPE inhibition below about 2.2%; further: strong numbers were not always called active
PMI inhibition – MPI inhibition at elevated mannose 6-phosphate – biochemical, fluorescence intensity, high mannose 6-phosphate, primary screen (AID 1220) | 190,000 compounds, 0.66% hits | inhibition, % at 20 µM; hits with a dose series show IC50 in µM | recombinant PMI enzyme, coupled fluorescence intensity; higher % means a stronger effect
PMI inhibitors – inhibitors of human PMI, primary screen, biochemical, fluorescence intensity, coupled assay (AID 1209); purified PMI enzyme, coupled fluorescence intensity; higher % means a stronger effect; one-dose inhibition, % at 20 µM; IC50 in µM for titrated hits; 190,000 compounds, 0.42% hits;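 further: plate controls were DMSO vehicle for no effect and wells lacking substrate for full effect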
Insulin prom up – MIN6 insulin promoter up-regulation | z-score at 5 µM | MIN6 insulin promoter-GFP reporter, high-content imaging; hits give high values | 190,000 compounds, 0.3% hits;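 active means z-score above 3 at 5 µM with at least 500 cells counted in the well; inconclusive means wells under 500 cells, flagged as cytotoxic or low count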
Insulin prom up cell count – further read-out of Insulin prom up, marked with its call; cell count; measured here: cytotoxicity, nuclei count;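 total cells summed across four imaged fields per well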
* = called active by the depositor; ? = inconclusive; . = not tested or not shown. Unless noted, no stated cut-off is given here; in the data, active means inhibition above about 50%; inactive means the rest.

The first 2 entries, to show the layout:
SMILES	CSM14.1 death rescue	Salmonella PhoP GFP	TNAP activation fold	SV40 large T antigen	RSV antiviral HEp-2	West Nile virus CPE	PMI inhibition	PMI inhibitors	Insulin prom up	Insulin prom up cell count
CC(NC(=O)c1cccc(C(F)(F)F)c1)C(c1ccccc1)N1CCOCC1 (centres undefined)	-1.6%	-5%	1.1	5%	-1.1%	-0.7%	1%	2%	0.43	1295
Cc1ccc2c(c1)NC(=O)C(CC(=O)NCCN(CC(C)C)CC(C)C)O2 (centres undefined)	-2.3%	-6%	1.1	5%	1.3%	-0.5%	3%	5%	-0.62	1727

The listing (from the top)
SMILES	CSM14.1 death rescue	Salmonella PhoP GFP	TNAP activation fold	SV40 large T antigen	RSV antiviral HEp-2	West Nile virus CPE	PMI inhibition	PMI inhibitors	Insulin prom up	Insulin prom up cell count
CC(NC(=O)c1cccc(C(F)(F)F)c1)C(c1ccccc1)N1CCOCC1 (centres undefined)	-1.6%	-5%	1.1	5%	-1.1%	-0.7%	1%	2%	0.43	1295
Cc1ccc2c(c1)NC(=O)C(CC(=O)NCCN(CC(C)C)CC(C)C)O2 (centres undefined)	-2.3%	-6%	1.1	5%	1.3%	-0.5%	3%	5%	-0.62	1727
COc1ccc(C(CC(=O)NCc2ccccc2)Sc2n[nH]c(-c3ccc(Cl)cc3)n2)cc1 (centres undefined)	1.3%	-4%	1	8%	0.4%	-0.3%	-12%	-16%	0.2	1369
Cc1sc2ncnc(Oc3ccc(-n4ccnc4)cc3)c2c1C	4.2%	-5%	1	-5%	?	-0.5%	9%	7%	.	.
Cc1ccc(C(=O)OCC(=O)Nc2ncc(C(F)(F)F)cc2Cl)cc1NC(=O)c1ccco1	-0.3%	0%	1	5%	2.8%	0.2%	3%	1%	.	.
Cc1cc2c(c(=O)n1Cc1cccnc1)C(c1ccc(F)cc1)C(C#N)=C(N)O2 (centres undefined)	3.2%	-1%	1.2	18%	1.1%	0.1%	-2%	-14%	-0.92	1583
Cc1cc(NCCO)nc(N2CCOCC2)n1	-2.3%	-11%	1.1	11%	1.8%	0.4%	6%	17%	1.5	1363
COc1ccc(OC)c(NC(=O)CN(C)S(=O)(=O)c2ccc(Cl)cc2)c1	-1.3%	-7%	1.1	11%	1.3%	0.1%	10%	9%	0.46	1544
O=c1c2cc(F)ccc2[nH]c(=S)n1CCCN1CCOCC1	-0.3%	-8%	1.2	3%	1.1%	-0.4%	-3%	-2%	-0.63	1338
COc1ccccc1/C=C/C=C(\C#N)C(=O)NC(C)c1ccccc1 (centres undefined)	.	11%	.	5%	7.1%	-0.6%	.	.	.	.
Cc1ncc([N+](=O)[O-])n1Cc1cccc(F)c1	-0.2%	9%	1.1	12%	0.9%	0.4%	-7%	-6%	0.08	1127
O=C(Nc1cc(Br)ccc1O)c1cnn2c(C(F)F)cc(C3CC3)nc12	-0.1%	-6%	1.1	-1%	5.9%	0.1%	-1%	2%	-2.2	875
O=C(COC(=O)c1cncc(Br)c1)NCc1ccc(Cl)cc1	.	-7%	.	2%	-1.2%	0.2%	.	.	-0.08	1452
C[C@@H](C(=O)Nc1ccc2ccccc2c1)[C@H]1C[C@]1(C)[C@H](NC(=O)OCc1ccccc1)c1ccccc1	-0.7%	-1%	1.1	6%	19%	-0.2%	22%	19%	-1.1	1132
O=C(CCS(=O)(=O)Cc1ccccc1)N1CCc2ccccc2C1	-1.1%	11%	1.1	0%	0.7%	-0.4%	0%	6%	-0.08	925
CC(C(=O)N=Nc1c(O)n(C)c2ccc(Br)cc12)n1cnc2ccccc2c1=O (centres undefined)	-1.2%	0%	1	11%	17%	-0.7%	2%	-1%	-1.2	1328
CN(C(=S)NC(=O)C1(C)CC1(Cl)Cl)c1ccccc1 (centres undefined)	-0.3%	20%	1.1	11%	0.5%	.	6%	4%	0.31	940
CN(Cc1ccccc1)c1ncnc2sccc12	.	10%	.	8%	1.1%	-0.2%	.	.	.	.
CC1CCN(c2nc3c(c(=O)[nH]c(=O)n3C)n2CCSc2nc3ccccc3o2)CC1	-0.3%	11%	1	-7%	.	-0.4%	20%	11%	0.14	1843
C=CCn1c(SCC(=O)Nc2ccccc2OC)nnc1-c1ccco1	-3.7%	10%	1.1	7%	.	-0.1%	17%	19%	-0.13	1175

Complete entries, quoted from the list. Order of values: CSM14.1 death rescue	Salmonella PhoP GFP	TNAP activation fold	SV40 large T antigen	RSV antiviral HEp-2	West Nile virus CPE	PMI inhibition	PMI inhibitors	Insulin prom up	Insulin prom up cell count
CC1CCN(c2nc3c(c(=O)[nH]c(=O)n3C)n2CCSc2nc3ccccc3o2)CC1 is listed as -0.3%	11%	1	-7%	.	-0.4%	20%	11%	0.14	1843
CC(NC(=O)c1cccc(C(F)(F)F)c1)C(c1ccccc1)N1CCOCC1 (centres undefined) is listed as -1.6%	-5%	1.1	5%	-1.1%	-0.7%	1%	2%	0.43	1295
Cc1ncc([N+](=O)[O-])n1Cc1cccc(F)c1 is listed as -0.2%	9%	1.1	12%	0.9%	0.4%	-7%	-6%	0.08	1127

Further structures follow.
SMILES	CSM14.1 death rescue	Salmonella PhoP GFP	TNAP activation fold	SV40 large T antigen	RSV antiviral HEp-2	West Nile virus CPE	PMI inhibition	PMI inhibitors	Insulin prom up	Insulin prom up cell count
O=C1c2ccccc2C(=O)C1(CO)c1ccc(OC(F)F)cc1	.	-10%	.	16%	2.0%	-0.1%	.	.	.	.
Cn1cc(Br)c(C(=O)N2CCc3ccccc32)n1	0.9%	-2%	1.1	5%	1.5%	-0.2%	-9%	-4%	0.2	1310
CCn1cc(C(=O)NCCC(C)C)c(=O)c2cc(S(=O)(=O)N3CCCCC3)ccc21	.	2%	.	5%	2.1%	1.2%	.	.	.	.
O=C1CNC(=S)N1CCOc1ccccc1	.	0%	.	4%	3.0%	0.4%	.	.	-0.33	1384
CCc1nc(SCC(=O)Nc2nnc(CC)s2)c2c(=O)n(C)c(=O)n(C)c2n1	.	-2%	.	6%	-0.6%	-0.9%	.	.	.	.
CC1C(c2ccccc2)N(C)CCC12NC(=O)NC2=O (centres undefined)	-0.3%	18%	1.1	1%	0.2%	0.3%	12%	16%	1.1	1310
O=C(NCC(c1ccc(F)cc1)N1CCOCC1)c1cc(F)c(F)c(F)c1F (centres undefined)	-0.6%	3%	1.2	5%	3.6%	-0.6%	-4%	-7%	-0.13	1404
NC(=O)COc1ccc(Nc2nnc(-c3ccc(O)cc3)c3ccccc23)cc1	.	-4%	.	?	-1.0%	0.4%	.	.	-0.3	997
CC(=O)/C(N)=N/Nc1cccc(Cl)c1	-0.2%	12%	1.3	-34%	8.2%	-1.6%	-6%	-16%	-0.12	1360
C/C(=N\NC(=O)c1ccc(Cl)cc1)c1ccc2[nH]ccc2c1	.	0%	.	16%	3.9%	0.3%	.	.	.	.
CCCCn1c(C23CC4CC(CC(C4)C2)C3)n[nH]c1=S	.	13%	.	-30%	5.1%	-1.3%	.	.	.	.
CCCOc1ccc(-c2c(C(=O)N/N=C/c3ccccc3)nnn2-c2nonc2N)cc1	.	-12%	.	8%	2.9%	-0.3%	.	.	0.45	1058
CCNc1oc(COc2ccccc2F)nc1C#N	-2.0%	-4%	1.1	6%	-1.3%	0.0%	4%	6%	0.5	1128
COc1cc(SC)ccc1C(=O)Nc1ccc(C)cc1	-3.1%	-8%	1	8%	-0.6%	-1.0%	0%	4%	-0.41	1471
CSCC[C@H](NC(=O)[C@@H]1Cc2ccccc2CN1)C(=O)NC1CCCC1	.	-5%	.	7%	4.5%	-0.2%	.	.	.	.
COC(=O)Cc1c(O)ccn(Cc2ccc3c(c2)OCO3)c1=O	-0.5%	1%	1	5%	-0.2%	0.1%	1%	-2%	0.71	1420
CNc1cc(C(F)(F)F)nc(-c2ccccn2)n1	-1.7%	-5%	0.9	2%	-0.3%	0.5%	-6%	5%	.	.
C=CCN(CC(=O)Nc1c(C)cccc1CC)C(=O)SCCC	-1.1%	6%	1.1	10%	0.8%	-0.3%	1%	8%	-0.17	879
CCOC(=O)C(CSCC(=O)c1ccc(Br)cc1)NC(=O)OC(C)(C)C (centres undefined)	-1.1%	1%	1.3	-7%	0.9%	0.2%	6%	9%	0.47	901
O=C(CCCc1ccccc1)Nc1ccnn1C1CCN(Cc2ccc(Cl)cc2)CC1	.	-5%	.	12%	17%	-0.3%	.	.	.	.
CCOc1cccc(Oc2ccc(C(F)(F)F)cn2)c1	0.6%	-11%	1	-1%	1.5%	0.7%	4%	8%	.	.
Cc1cc(C(F)F)n2nc(C(=O)Nc3cccc(C(F)(F)F)c3)nc2n1	-1.2%	-2%	1	5%	2.9%	0.2%	2%	6%	-0.05	1352
COCCN(CC(=O)NCC1CCCO1)C(=O)CCC(=O)Nc1cc(C)ccn1 (centres undefined)	-3.7%	-1%	1.1	23%	1.1%	0.1%	-12%	-12%	.	.
Cc1ccc(NC(=O)Nc2cnccn2)cc1Cl	-0.4%	-4%	1.1	1%	5.8%	0.1%	2%	-3%	-0.57	1242
Cc1cc(=O)oc2ccc(OC(=O)CN3C(=O)c4cccc([N+](=O)[O-])c4C3=O)cc12	-1.3%	13%	1.1	4%	2.1%	-0.6%	-1%	-3%	-0.14	1376
CCN(CC)c1ccc(C(=O)Nn2c(C)nc3ccccc3c2=O)cc1	.	-5%	.	7%	3.2%	-0.3%	.	.	.	.
CCOc1cc(/C=C2/NC(=O)NC2=O)cc([N+](=O)[O-])c1O	2.2%	-6%	0.9	24%	0.4%	0.3%	34%	12%	0.44	1363
